High-throughput results as filed in PubChem BioAssay.
KOR beta-arrestin-1: KOR antagonists, beta-arrestin recruitment, cell-based, luminescence, uHTS (AID 1778) | inhibition, % at 10 µM, or IC50 in µM where a hit was titrated | 290,000 compounds, 0.091% hits | KOR beta-arrestin recruitment, luminescence, antagonist mode; higher % means a stronger effect; note: strong numbers were not always called active
GPR55 LPI antagonism: inhibition of LPI-stimulated GPR55 beta-arrestin translocation – imaging, U2OS, beta-arrestin-GFP, LPI agonist, primary screen (AID 2013); 290,000 compounds, 0.13% hits; U2OS GPR55 beta-arrestin-GFP translocation imaging, LPI antagonism; higher % means a stronger effect; one-dose inhibition, % at 10 µM; IC50 in µM for titrated hits;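 active = spots per cell inhibited over 60%, with over 100 cells counted and total cytoplasm intensity under 500,000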;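 note: U2OS cells stably carrying GPR55 and arrestin-GFP stimulated by 5 µM LPI near EC80; imaged beta-arrestin-GFP aggregate spots per cell after agonist stimulation; plate controls were LPI-stimulated DMSO wells for no effect and DMSO wells without LPI for full effect; some results filed as inactive read as strong as hits; confirmed hits need IC50 under 10 µM and bright autofluorescent wells are also inconclusive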
SV40 large T antigen: SV40 large T antigen inhibitors, biochemical (AID 1903). SV40 large T antigen ATPase/helicase inhibition assay; higher % means a stronger effect. one-dose inhibition, % at 20 µM; IC50 in µM for titrated hits. 310,000 compounds, 0.39% hits; in the data active = a potency from the dose series; note: strong numbers were not always called active
Rac1 GTP hydrolysis: MgcRacGAP GTPase-activating activity inhibitors, confirmation, biochemical, ADP Hunter fluorescence | MgcRacGAP-stimulated Rac1 GTP hydrolysis, ADP Hunter fluorescence; higher % means a stronger effect; GST-tagged Rac1 F28L mutant substrate | one-dose inhibition, % at 30 µM; IC50 in µM for titrated hits | 340,000 compounds, 0.6% hits | AID 624330;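 active = first-screen hits whose inhibition reached a set limit at any dose in the follow-up dose series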;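 note: fluorescence reports GDP produced by GAP-driven GTP hydrolysis; strong numbers were not always called active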
GPR55 beta-arrestin: selective activators of receptor GPR55 – imaging, U2OS cells, beta-arrestin-GFP redistribution, primary screen (AID 1961) | one-dose activation, % at 10 µM; EC50 in µM for titrated hits | U2OS GPR55 beta-arrestin-GFP redistribution imaging; higher % means a stronger effect | 290,000 compounds, 0.048% hits;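 active = activation above 40% with more than 50 cells counted in the well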;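 note: U2OS osteosarcoma cells stably expressing GPR55 and beta-arrestin-GFP; plate controls were DMSO negative control for no effect and LPI positive control for full effect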
KOR beta-arrestin-2: KOR agonists, beta-arrestin recruitment, primary screen, cell-based, luminescence, uHTS (AID 1777); 280,000 compounds, 0.02% hits; activation, % at 10 µM, or EC50 in µM where a hit was titrated; KOR beta-arrestin recruitment, luminescence; higher % means a stronger effect; in the data active = activation above about 50%, passing the limit was not always enough; note: a part of the inactive calls stands beside numbers as strong as those of hits
HIV peptide binding: inhibitors of HIV fusion peptide binding, primary screen, biochemical, uHTS, fluorescence dequenching (AID 1986); cell-free peptide binding, fluorescence dequenching, 30 min; higher % means a stronger effect; inhibition, % at 20 µM, or IC50 in µM where a hit was titrated; 290,000 compounds, 0.3% hits; in the data active = inhibition mostly above about 52%, no sharp cut-off; inactive = mostly below about 76%; note: some results filed as inactive read as strong as hits
HEK293 NOD2/NF-kB: inhibition of NOD2-driven NF-kB reporter – cell-based, luminescence, uHTS, HEK293 (AID 1566); HEK293 NOD2/NF-kB luciferase reporter, luminescence; higher % means a stronger effect; inhibition, % at 4 µM; hits with a dose series show EC50 in µM; 290,000 compounds, 0.63% hits; note: many of its hits are not listed in these tables
NOD1 inhibition: inhibition of NOD1-driven NF-kB reporter – cell-based, luminescence, uHTS, primary screen (AID 1578) | NOD1-driven NF-kB luciferase reporter cells, luminescence; higher % means a stronger effect | inhibition, % at 4 µM; hits with a dose series show EC50 in µM | 290,000 compounds, 1% hits; in the data active = inhibition mostly above about 36%, no sharp cut-off; inactive = mostly below about 34%;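 note: HEK-293T reporter cells stimulated with the NOD1 agonist gamma-tri-DAP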
Starred values were filed as active, the others as inactive; · = not tested or not shown; [ ] = dose if it differs, or a comment. Cut-off read from the data, not from the text of the source, unless noted: active = inhibition above about 50%; inactive = the rest. Only part of the results is shown; the hit share may differ from the screen's.

KOR beta-arrestin-1 | GPR55 LPI antagonism | SV40 large T antigen | Rac1 GTP hydrolysis | GPR55 beta-arrestin | KOR beta-arrestin-2 | HIV peptide binding | HEK293 NOD2/NF-kB | NOD1 inhibition | compound
5% | 0% | 8% | 8% | 0.2% | -2.4% | 0.9% | 17% | -14% | O=c1c(Cc2c(F)cccc2Cl)c(O)ccn1CCc1c[nH]c2ccccc12
-32%[20 µM] | -22% | 6% | 10% | 0.5% | 1.4% | 0.4% | 9% | -6% | COc1ccc(OC)c(S(=O)(=O)n2ccc(C)n2)c1
20% | 6% | 4% | 115µM* | -0.1% | -3.4% | -0.4% | -3% | -4% | Cc1cccc2c(N)c3c(nc12)N(C)CC3
-9% | -4% | 6% | 16% | -0.1% | 6.8% | -3.2% | 17% | 9% | CCN(CCNC(=O)C1CC(=O)N(CCc2ccccc2)C1)c1ccccc1 (configuration not stated)
3% | -4% | 15% | 10% | 0.3% | -1.0% | -1.7% | 8% | -1% | O=[N+]([O-])c1cc2c(cc1/C=N/n1c(-c3ccccc3)n[nH]c1=S)OCO2
0% | 14% | -3% | 1% | -0.1% | -3.5% | -1.6% | 21% | -1% | O=C(CN(C(=O)CSc1nnc(COc2ccccc2)o1)c1ccc(F)cc1)NC1CCCC1
9% | 4% | -3% | -24% | -0.2% | -5.4% | 0.6% | 5% | -31% | O=C1C(=O)N(Cc2ccncc2)C(c2ccccc2F)/C1=C(\O)c1ccc2c(c1)OCCO2 (configuration not stated)
-33% | 10% | 5% | 4% | 0.3% | -5.7% | 3.0% | 0% | -27% | O=C(CN1C(=O)CCC1=O)Nc1cccc(NC(=O)CN2C(=O)CCC2=O)c1
-46% | 3% | 12% | -4% | 0.0% | 4.3% | -0.5% | -11% | -5% | Cc1ccc(C)c2[nH]c(=O)c(CN(CC3CCCO3)S(=O)(=O)c3ccc4c(c3)OCCO4)cc12 (configuration not stated)
-51%[20 µM] | 0% | 0% | 5% | 0.2% | -3.5% | -0.4% | 7% | 0% | CS(=O)(=O)N(CC(=O)NCc1ccco1)c1ccc(OCc2ccccc2)cc1
18% | -10% | -9% | 1% | 0.1% | -3.9% | -1.1% | 7% | -6% | CCOC(=O)N1CCN(C(=O)c2ccc(NS(C)(=O)=O)cc2)CC1
8% | 7% | 1% | 8% | 0.2% | -1.9% | -2.5% | 3% | 4% | CCS(=O)(=O)N1CCCC(C(=O)NCc2ccc(C)cc2)C1 (configuration not stated)
-12% | 0% | 10% | -3% | 0.2% | -0.5% | -1.0% | 2% | -19% | COc1ccc(-c2cccc(C(=O)NCC(=O)O)c2)cc1
7% | -4% | 5% | 8% | 0.3% | -2.1% | -0.9% | 35% | -25% | COc1ccc(C)cc1S(=O)(=O)N1CCN(C(=O)c2ncoc2-c2ccccc2F)CC1
-20% | 2% | 20% | 5% | -0.3% | 1.7% | -2.3% | 12% | -5% | FC(F)(F)c1ccccc1NC(=S)N1CCN(Cc2ccc3c(c2)OCO3)CC1
-34%[20 µM] | 2% | -1% | 8% | -0.4% | -6.3% | -1.8% | 12% | 14% | O=S(=O)(c1ccc(F)c(F)c1)N1CCN(c2ncccn2)CC1
-11% | 1% | 7% | 3% | -0.2% | -6.1% | -1.5% | 17% | 8% | COc1cccc(C(=O)CSc2nnc(CNS(=O)(=O)c3ccc(C)cc3)n2C)c1
-41% | 17% | 23% | 5% | 0.3% | -0.3% | 0.2% | -12% | 3% | CCC(C)(C)NC(=O)C(c1ccc(OC)cc1)N(C(=O)CCC(=O)Nc1cc(C)on1)c1ccccc1OC (configuration not stated)
-8% | 8% | 1% | 7% | 0.1% | 1.2% | -0.7% | 5% | -6% | COC(=O)c1cc(=O)c2c([N+](=O)[O-])ccc(OC)c2o1
9% | 6% | -5% | 6% | -0.1% | -3.9% | -3.0% | 12% | 23% | COc1ccc(NC(=O)C2CCCN(S(=O)(=O)c3cccc4nonc34)C2)c(OC)c1 (configuration not stated)
-26% | 18% | 0% | 13% | -0.2% | 0.2% | 0.3% | -101% | -134% | Cc1ccc(-c2nc3ccccc3o2)cc1NC(=S)NC(=O)c1cccs1
-38% | 35% | 4% | 10% | 0.2% | 1.1% | -0.9% | 23% | 10% | COc1ccc(F)cc1S(=O)(=O)NC(Cc1ccccc1)C(N)=O (configuration not stated)
24% | 2% | -3% | 13% | -0.2% | 0.7% | 3.7% | -4% | -5% | CCOc1ccc(OCCn2c(S(=O)(=O)O)nc3c(N)ncnc32)cc1
29% | 1% | 5% | -3% | 7.1% | -4.9% | 6.1% | 8% | 21% | COC(=O)c1cc(=O)n(CCc2ccc(OC)c(OC)c2)c(=Nc2ccc(F)c(Cl)c2)s1
-24% | 13% | 10% | 8% | -0.3% | 1.5% | -1.3% | -37% | -38% | O=C(Cc1csc(NC(=O)c2ccccc2)n1)NO
5% | -17% | 5% | 5% | 0.3% | -2.5% | 0.2% | -2% | 4% | CCOC(=O)CSC1=C(C#N)C(c2ccccc2OC)CC(=O)N1 (configuration not stated)
-3% | 3% | -4% | 15% | -0.2% | -1.5% | -1.8% | -30% | -52% | O=C(Nc1cc2c(cc1Br)OCCO2)c1cccs1
-25% | 8% | 12% | 12% | -0.3% | 0.3% | 10% | 9% | 8% | N#C/C(=C\Nc1ccccc1SC(F)(F)F)c1nc(-c2ccc(Cl)cc2)cs1
8% | 10% | 9% | 7% | 0.2% | 7.1% | 2.6% | 13% | -5% | CCCCCCc1cc2cc(C(=O)Nc3ccccc3OC)c(=O)oc2cc1O
-12% | 9% | 30% | 12% | -0.2% | 1.8% | -0.3% | -11% | -39% | COc1cc(Cl)c(NS(=O)(=O)c2c(C(=O)N3CCCC3)c(C)n(C)c2C)c(OC)c1
3% | -6% | 14% | 12% | -0.1% | 5.7% | -0.6% | 0% | -8% | Cc1ccc(S(=O)(=O)NNC(=O)c2ccoc2C)cc1
6% | 4% | 5% | 5% | -0.2% | -2.0% | 0.2% | -9% | -24% | CC(C)(C)c1ccc(C(=O)NNC(=O)c2ccncc2)cc1
8% | -19% | 23% | 7% | 0.0% | 6.4% | -1.7% | 1% | 9% | COCC(C)n1c(SCc2nc(N)nc(Nc3ccccc3C)n2)nc2ccccc2c1=O (configuration not stated)
-29% | 2% | 12% | -1% | -0.1% | 0.5% | -1.4% | 8% | 18% | CCN(CC)c1ncc(C)c(=O)[nH]1
28% | 9% | 7% | 10% | 0.5% | 3.4% | 0.0% | -30% | -40% | CC(C)CNC(=S)NC(=O)c1ccc(F)cc1
-2% | -1% | 5% | -5% | -0.1% | 7.7% | 1.1% | -2% | -12% | CCC1=C2CC[C@H]3C(=O)N(C)C(=O)[C@H]3[C@H]2[C@@]2(Cc3ccccc3)C(=NCC(=O)OC)OC(=O)N2C1=O
-14% | -26% | 14% | 0% | 0.0% | 16% | -1.2% | -1% | 9% | O=C(C(c1ccccc1)c1ccccc1)N1CCN(CC(O)COc2ccccc2)CC1 (configuration not stated)
25% | 21% | 8% | -2% | 0.0% | 3.4% | 1.3% | -27% | -31% | CCN(c1ccccc1)S(=O)(=O)c1ccc(Cl)c(NC(=O)Nc2ccc(Cl)cc2C#N)c1
-6% | 0% | 5% | 12% | -0.2% | -1.4% | -0.4% | -90% | 38% | O=C(NC(=S)N1CCc2ccccc21)c1ccccc1
9% | 14% | 16% | 11% | -0.1% | -5.5% | -1.3% | 21% | 4% | O=C(NCc1ccco1)C1CCCN(c2ncnc3c2nc2n3CCCCC2)C1 (configuration not stated)

Record cards, as listed above.
O=C(C(c1ccccc1)c1ccccc1)N1CCN(CC(O)COc2ccccc2)CC1 (configuration not stated) is entered as KOR beta-arrestin-1 = -14%; GPR55 LPI antagonism = -26%; SV40 large T antigen = 14%; Rac1 GTP hydrolysis = 0%; GPR55 beta-arrestin = 0.0%; KOR beta-arrestin-2 = 16%; HIV peptide binding = -1.2%; HEK293 NOD2/NF-kB = -1%; NOD1 inhibition = 9%
O=C(NC(=S)N1CCc2ccccc21)c1ccccc1 is entered as KOR beta-arrestin-1 = -6%; GPR55 LPI antagonism = 0%; SV40 large T antigen = 5%; Rac1 GTP hydrolysis = 12%; GPR55 beta-arrestin = -0.2%; KOR beta-arrestin-2 = -1.4%; HIV peptide binding = -0.4%; HEK293 NOD2/NF-kB = -90%; NOD1 inhibition = 38%

Next compounds.
KOR beta-arrestin-1 | GPR55 LPI antagonism | SV40 large T antigen | Rac1 GTP hydrolysis | GPR55 beta-arrestin | KOR beta-arrestin-2 | HIV peptide binding | HEK293 NOD2/NF-kB | NOD1 inhibition | compound
-21% | -8% | -17% | 9% | 0.5% | 3.9% | -0.8% | -25% | -53% | CCOc1ccc(NC(=O)Nc2ccon2)cc1
-3% | 0% | 8% | 5% | -0.2% | -1.0% | -2.3% | -1% | -28% | O=C(Cn1ncc2c1-c1ccccc1OC2)Nc1ccc(Cl)cn1
-10% | 6% | 5% | 8% | 0.5% | -2.6% | -2.6% | 10% | -42% | CC1CCC/C(=N/NC(=O)c2ccccc2-n2cccc2)C1 (configuration not stated)
5% | 9% | 6% | -2% | 0.2% | -3.6% | -1.0% | 13% | 8% | COc1ccc(CC2C(=O)OC(C)(C)OC2=O)cc1
10% | -2% | 25% | 8% | 0.0% | -4.7% | -0.9% | 9% | -29% | N=C1C(=O)OCC1c1cc(Cl)ccc1NC(=O)Nc1ccccc1 (configuration not stated)
-12% | 74% | 22% | 7% | -0.1% | 0.1% | 0.9% | -10% | -3% | Cc1ccc(S(=O)(=O)NCc2ccccc2)cc1C(=O)N(C)Cc1ccc(F)cc1
-43%[20 µM] | 1% | 10% | -6% | 0.6% | -8.4% | 2.8% | 15% | -27% | O=C(O)/C=C\C(=O)Nc1ccc(Oc2ccc(Br)cc2)cc1
4% | -9% | 4% | 12% | 0.2% | -3.5% | 4.2% | -44% | -82% | Clc1ccc(C2=NNC(=NCc3ccccc3)SC2)cc1
-12%[20 µM] | 6% | 22% | 0% | -0.1% | · | 1.4% | 18% | -19% | CCOCCc1c(O)nc(SCCOc2ccc(C)c(C)c2)[nH]c1=O
-22% | 11% | 11% | 9% | -0.3% | -4.2% | 2.1% | 15% | -18% | Cc1ccccc1-n1c(C)cc(/C=C2\NC(=O)NC2=O)c1C
-63% | 2% | 13% | 1% | -0.1% | 10% | -1.6% | 16% | 4% | Cc1noc(C)c1C(=O)Nc1nc(C23CC4CC(CC(C4)C2)C3)cs1
-13% | 3% | 6% | 8% | 0.4% | -5.3% | -2.5% | 4% | -17% | CC1CCC(C(C)C)C(OC(=O)COC(=O)c2cccn2C)C1 (configuration not stated)
36% | 3% | -3% | 6% | 0.5% | -0.1% | -1.7% | -1% | -30% | Cn1c(Cn2nnc3ccccc32)nnc1SCC(=O)Nc1nccs1
10% | 0% | 0% | -3% | -0.1% | -1.5% | 1.4% | -19% | -21% | CC(C)CCOc1ccc(C(=O)NCCC(=O)N2CCOCC2)cc1
10% | 4% | -4% | 13% | 0.1% | 2.3% | 2.3% | -1% | · | CCn1c(N)nc2ccccc21
